LYP phosphatase = inhibitors of LYP phosphatase, biochemical, fluorescence intensity, uHTS (AID 1779); recombinant LYP phosphatase, fluorescence intensity; higher % means a stronger effect; hit rate 0.054% among 290,000; inhibition, % at 11.5 µM, or IC50 in µM where a hit was titrated; in the data active means inhibition above about 50%;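 further: plate controls were vehicle with enzyme for no effect and no enzyme for full effect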
RSV antiviral HEp-2 = RSV antiviral activity via CPE protection, HEp-2 cells, primary 10 µM value included (AID 2391); HEp-2 cells, RSV-induced CPE inhibition; higher % means a stronger effect; one-dose CPE inhibition, % at 10 µM; IC50 in µM for titrated hits; hit rate 0.13% among 310,000; in the data active means a potency from the dose series; inconclusive means CPE inhibition mostly from about 23% at the one dose, without a potency; inactive means the rest, 99 in 100 with CPE inhibition below about 21%; further: strong numbers were not always called active
Large T inhibition = SV40 large T antigen inhibitors, biochemical (AID 1903) | hit rate 0.39% among 310,000 | inhibition, % at 20 µM, or IC50 in µM where a hit was titrated | SV40 large T antigen ATPase/helicase inhibition assay; higher % means a stronger effect; in the data active means a potency from the dose series; inconclusive means inhibition mostly from about 32% at the one dose, without a potency; inactive means the rest, 99 in 100 with inhibition below about 32%; further: strong numbers were not always called active
NS5 inhibitors = flavivirus cap methylation enzyme inhibition – biochemical, confirmation dose response, primary screen (AID 588689); Dengue-2 NS5 methyltransferase capping enzyme assay, biochemical; higher % means a stronger effect; inhibition, % at 25 µM; hits with a dose series show IC50 in µM; hit rate 0.3% among 340,000; in the data active means a potency from the dose series; inconclusive means inhibition above about 29% without an active follow-up result
ER stress rescue = rescue of cells from ER stress-induced death, primary screen, 384-well, CSM14.1, thapsigargin, ATP luminescence (AID 1222). CSM14.1 thapsigargin-induced death rescue, ATP luminescence; higher % means a stronger effect. cellular ATP content (survival), % at 20 µM, or EC50 in µM where a hit was titrated. 190,000 tested, under 10 active;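 active means EC50 below 50 µM in the dose-response confirmation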;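 further: death triggered by thapsigargin at about 15 µM added after 2 h compound pretreatment; cell ATP read after overnight thapsigargin exposure of roughly 18 to 22 hours; normalized against plate controls of thapsigargin alone and 5% DMSO vehicle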
West Nile virus CPE = inhibition of WNV-induced cytopathic effect – cell-based, CPE readout (AID 1621); West Nile virus-infected cells, CPE inhibition; higher % means a stronger effect; one-dose CPE inhibition, % at 10 µM; IC50 in µM for titrated hits; hit rate 0.02% among 290,000; in the data active means a potency from the dose series; inconclusive means CPE inhibition mostly from about 3.7% at the one dose, without a potency; inactive means the rest, 99 in 100 with CPE inhibition below about 2.2%; further: strong numbers were not always called active
GPR35 antagonists = inhibition of zaprinast-stimulated GPR35 beta-arrestin translocation – imaging, U2OS, beta-arrestin-GFP, zaprinast agonist, primary screen (AID 2058) | inhibition, % at 10 µM, or IC50 in µM where a hit was titrated | U2OS GPR35 beta-arrestin-GFP translocation imaging, zaprinast antagonism; higher % means a stronger effect | hit rate 0.052% among 290,000;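 active means inhibition of at least 50% with at least 30 cells and total cytoplasm GFP at most 10,000,000; inconclusive means under 30 cells or total GFP of 10,000,000 plus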
PhoP inhibition = PhoP-dependent GFP reporter repression – Salmonella Typhimurium, primary screen (AID 1863); S. Typhimurium PhoP-regulated promoter GFP reporter, 4 h; higher % means a stronger effect; one-dose inhibition, % at 50 µM; IC50 in µM for titrated hits; hit rate 0.16% among 300,000;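 active means inhibition over 29.93%, a cutoff 3 SD above the screen mean, later confirmed by dose response; inconclusive means inhibition over 29.93% but no dose response follow-up; inactive means inhibition at most 29.93% or unconfirmed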;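 further: 0% = low Mg2+ inducing control and 100% = high Mg2+ repressing control; strong numbers were not always called active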
MgcRacGAP inhibition = MgcRacGAP GTPase-activating activity inhibitors, confirmation, biochemical, ADP Hunter fluorescence | MgcRacGAP-stimulated Rac1 GTP hydrolysis, ADP Hunter fluorescence; higher % means a stronger effect; GST-tagged Rac1 F28L mutant substrate | one-dose inhibition, % at 30 µM; IC50 in µM for titrated hits | hit rate 0.6% among 340,000;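 active means first-screen hits whose inhibition reached a set limit at any dose in the follow-up dose series; inconclusive means inhibition above the set first-screen limit but never retested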;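 further: fluorescence reports GDP produced by GAP-driven GTP hydrolysis; strong numbers were not always called active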
The depositor's hits bear a star; ? = inconclusive; / = not tested or not shown; & = joins results of further samples. Outcome played no part in choosing rows; any-hit rate near 1.5%.

Value order: RSV antiviral HEp-2 | MgcRacGAP inhibition | ER stress rescue | GPR35 antagonists | PhoP inhibition | LYP phosphatase | Large T inhibition | NS5 inhibitors | West Nile virus CPE
- Cc1ccccc1C(=O)Nc1c(C(=O)N2CCCC2)cnn1-c1ccccc1
    0.1% | 9.0% | -2.4% | -1.4% | 7.9% | -3.3% | -0.2% | -0.7% | 0.2%
- O=C(CCc1nnc(-c2ccccc2)o1)NC1CCCCC1
    2.5% | 5.3% | -0.7% | 2.0% | -8.0% | -11.0% | 5.2% | 7.0% | 1.4%
- CCCC/C(C)=N/NC(=O)C(=O)NCCc1ccccc1
    3.2% | 6.0% | -0.8% | 2.9% | -9.1% | -4.9% | -0.4% | -9.6% | 0.0%
- CCc1ccc(NC(=O)CN(C(=O)N2CCN(CC)CC2)S(=O)(=O)c2ccc(C)cc2)cc1
    -1.4% | 3.6% | / | / | 1.7% | / | 1.8% | 2.9% | /
- CC(NC(=O)Nc1ccccn1)N1C(=O)C2C3C=CC(C3)C2C1=O (centres undefined)
    -1.6% | 1.5% | 0.2% | -2.5% | 1.5% | -5.2% | 2.0% | 0.0% | 0.0%
- CS(=O)(=O)N1CCN(c2ccc([N+](=O)[O-])c(NCc3ccccc3)c2)CC1
    -1.2% | 15.1% | -2.0% | 3.0% | -3.6% | -3.0% | 1.1% | 5.0% | /
- COC(=O)c1cc2occc2n1Cc1cccc(C)c1
    0.5% | 10.7% | -1.6% | -10.3% | 6.8% | -6.3% | 11.6% | 4.5% | 1.1%
- O=C(Nc1ccc(F)cc1)c1cc(S(=O)(=O)N2CCCCC2)ccc1F
    6.2% | -0.1% | / | -2.9% | -5.6% | -1.7% | 9.3% | -7.3% | 0.4%
- CNCc1c(OCc2ccccc2)ccc2ccccc12
    0.6% | -3.2% | / | -2.6% | 7.7% | -10.0% | 10.5% | -5.7% | -2.1%
- COCCOC(=O)c1c(C)oc2ccc(OCc3ccccc3)cc12
    4.2% | 4.3% | -2.8% | -17.0% | 4.5% | -4.0% | 9.6% | 1.8% | -0.4%
- COc1cc(C)c(NC(=S)Nc2ccc(Cl)c(Cl)c2)cc1OC
    13.4% | 9.7% | -2.3% | 19.6% | -1.1% | -1.3% | 13.2% | -8.8% | -0.7%
- Nc1ccn([C@H]2C[C@H](O)[C@@H](CO)O2)c(=O)n1
    -0.2%&-0.4% | -1.7%&-9.7% | / | -5.6% | 3.2%&18.5% | -9.4% | 16.1%&16.4% | -6.7%&-9.0% | 0.0%
- O=C(NCc1cccc(Cl)c1)c1cccc(OC2CCN(C(=O)C3CC3)CC2)c1
    3.5% | 8.6% | / | 15.3% | -3.1% | 3.1% | 23.9% | 0.0% | 0.9%
- CN(C(=O)COC(=O)c1cc([N+](=O)[O-])ccc1Sc1ccccc1)C1CCS(=O)(=O)C1 (centres undefined)
    1.1% | 1.2% | 4.1% | -8.3% | -3.7% | 0.3% | 0.7% | -1.7% | -0.6%
- Cc1ccccc1NC(=O)NC1CCS(=O)(=O)C1 (centres undefined)
    1.3% | 4.9% | / | 7.5% | -0.6% | -1.1% | 8.9% | -4.2% | -0.1%
- CC(=O)Nc1ccc(SC[C@H](Cc2ccccc2)N2CCN(CC(C)C)CCC2=O)cc1
    -0.9% | 8.4% | / | -1.2% | 0.4% | -5.8% | 5.4% | 0.0% | -0.9%
- O=C(c1ccccc1NS(=O)(=O)c1cccc([N+](=O)[O-])c1)N1CCCC1
    -0.4% | 1.2% | / | -10.4% | 1.5% | -11.9% | 11.2% | -1.6% | -0.7%
- COc1ccc(NC(=O)COc2coc(CN3c4ccccc4CC3C)cc2=O)cc1 (centres undefined)
    -0.9% | 1.7% | / | / | 1.7% | / | 9.7% | 9.5% | /
- O=C(COC(=O)/C=C/c1ccc(F)cc1)NCc1ccco1
    2.2% | 0.6% | -1.5% | 23.0% | -0.8% | -1.7% | 21.4% | -7.5% | -0.3%
- Brc1ccc(CNc2cc3c(cc2Br)OCCO3)cc1
    -0.5% | 0.3% | 0.3% | 29.5% | -6.3% | -6.5% | 14.6% | / | 0.0%

Some values from the results shown.
COC(=O)c1cc2occc2n1Cc1cccc(C)c1 – RSV antiviral HEp-2 = 0.5%
Cc1ccccc1NC(=O)NC1CCS(=O)(=O)C1 (centres undefined) – GPR35 antagonists = 7.5%

Next results
Value order: RSV antiviral HEp-2 | MgcRacGAP inhibition | ER stress rescue | GPR35 antagonists | PhoP inhibition | LYP phosphatase | Large T inhibition | NS5 inhibitors | West Nile virus CPE
- Cc1cc(NC(=O)C2CCCN2C(=O)Nc2c(C)cccc2C)ccc1-n1cnnn1 (centres undefined)
    1.8% | 1.8% | 1.6% | -6.9% | 5.6% | -2.5% | 10.0% | -4.8% | 1.2%
- CN(C)NC(=S)Nc1ccc(Cl)cc1
    -0.7% | 3.1% | -1.9% | -10.3% | -4.8% | -11.0% | 5.7% | -2.8% | 0.7%
- COc1cccc(C(=O)CSc2nnnn2C)c1
    2.1% | 13.0% | -1.6% | 18.0% | -2.6% | -7.0% | 8.5% | -1.6% | 0.1%
- COC(=O)Cn1c(CN2CCOCC2)nc2c1c(=O)n(C)c(=O)n2C
    -0.1% | 3.4% | / | 0.8% | / | -14.9% | 2.6% | -1.4% | -0.4%
- Cc1n[nH]c(C)c1CCCOc1ccccc1
    5.0% | 11.9% | -0.9% | -11.2% | -8.2% | -4.1% | 10.1% | -2.1% | 0.0%
- CCN(CC)c1ccc(/C=C/C(=O)C2C(=O)C=C(C)OC2=O)cc1 (centres undefined)
    20.1% | 2.3% | 1.9% | 40.4% | -64.9% | -2.5% | 5.8% | ? | -0.9%
- O=C(CSc1ncccn1)Nc1ccc(N2CCOCC2)cc1
    0.6% | 10.5% | -0.5% | 3.2% | 11.5% | -6.2% | 1.1% | 4.1% | 0.3%
- Cc1ccccc1C(=O)c1cccn1CC(=O)NCc1cccc(Cl)c1
    2.4% | 6.5% | / | 1.1% | 9.8% | -5.5% | 12.8% | -2.7% | -0.9%
- COc1cccc(/C=N/NC(=O)c2nnn(-c3nonc3N)c2CN(C)c2ccccc2)c1
    0.4% | 1.3% | / | 17.9% | -2.5% | -4.6% | -9.6% | 3.6% | 0.0%
- O=C(O)c1cccc(COc2ccc3c(c2)CCC3)c1
    2.8% | 6.0% | / | 7.9% | -1.5% | -3.4% | 11.3% | -5.6% | 1.0%
- CC(Oc1ccc(Br)cc1)C(=O)NCC(c1ccco1)N1CCCCC1 (centres undefined)
    -2.1% | 4.4% | / | / | 3.6% | / | 0.0% | -3.7% | /
- O=C(CSc1nnc(-c2ccncc2)n1-c1ccc(Cl)cc1)Nc1ccc(C(=O)O)cc1
    0.3% | 3.6% | -1.3% | -10.3% | 0.2% | -9.8% | 1.6% | -0.7% | 0.3%
- CN(C)CCNC(=O)Cn1ccc2cc(S(=O)(=O)N3CCCCCC3)ccc21
    -1.8% | 6.6% | / | 3.2% | 5.8% | -14.8% | -0.3% | -0.9% | -0.1%
- Cc1ccc(C)c(-n2nnnc2SCC(=O)c2ccc3c(c2)NC(=O)CO3)c1
    13.1% | 5.7% | -0.3% | 4.9% | -2.6% | -8.1% | 12.2% | -6.5% | 0.2%
- CCOc1cc(CNC(=O)CN2C(=O)c3ccccc3S2(=O)=O)ccc1OC
    0.7% | 2.9% | -3.7% | -11.0% | -8.2% | 0.5% | 9.4% | -8.9% | 0.2%
- CN1C2CCC1CC(N(CCc1ccccc1)C(=O)c1ccc(Cl)cc1)C2 (centres undefined)
    -1.1% | 5.9% | / | 3.1% | -0.9% | -7.2% | 3.6% | -6.8% | 1.0%
- O=C(CO/N=C/c1ccc(OC(F)F)cc1)NC1CCCC1
    7.8% | 3.1% | -0.6% | -1.5% | -8.8% | -2.2% | 2.6% | -8.7% | -0.2%
- C=CCNC(=S)Nc1ccc2cn[nH]c2c1
    1.8% | 7.7% | / | 5.8% | -3.6% | -5.2% | 8.0% | -5.4% | -0.4%
- Cc1ccc(CSc2nnc(CC(=O)Nc3ccc(C)cc3)n2C)cc1
    -0.8% | 5.7% | 2.5% | 1.7% | 1.9% | -3.6% | -4.6% | -12.3% | 0.5%
- CSCC[C@H](NC(=O)OC(C)(C)C)C(=O)N/N=C/c1cccc2nccnc12
    1.4% | 12.9% | / | 14.6% | -1.5% | -6.4% | -6.4% | 4.7% | -0.1%
- CC(C)CC(NC(=O)OC(C)(C)C)C(=O)O (centres undefined)
    1.4% | 3.3% | / | 6.3% | -2.7% | -9.8% | 11.1% | -5.4% | 0.2%
- Cc1ccc(NC(=O)N2CCCC(c3nc(-c4ccc(F)cc4)no3)C2)cc1 (centres undefined)
    18.1% | 6.1% | / | -8.4% | 9.7% | -4.2% | 7.9% | 6.3% | 0.1%
- Cc1csc(-c2cnn(-c3ccccc3)c2NC(=O)c2cccc(F)c2)n1
    0.7% | -2.3% | -0.5% | -3.1% | 3.1% | -2.5% | 6.8% | 5.5% | -0.5%
- COc1ccc(N2CCN(C(=O)c3cc4c(-c5ccc(Cl)cc5)nn(C)c4s3)CC2)cc1
    1.9% | 5.4% | 0.3% | 0.6% | -5.2% | -2.1% | 8.7% | -11.9% | 0.2%
- COc1ccc(Cc2nnc(N)s2)cc1OC
    1.9% | 7.7% | 27.8% | -10.8% | -6.7% | 0.3% | 5.4% | -8.1% | 0.4%
- O=C(/C=C/c1ccccc1Cl)NCc1cccs1
    8.0% | 11.8% | -3.3% | 14.7% | -10.7% | 6.2% | 4.4% | 1.6% | -1.1%
- Cc1cc(OC(C)C(=O)NCC(O)c2ccccc2)c2c(C)c(C)c(=O)oc2c1 (centres undefined)
    2.5% | -13.7% | / | -16.6% | 16.0% | -8.6% | 1.2% | 0.9% | -0.4%
- COc1ccc(N2CCN(C(=O)c3cc(-c4cc(OC)ccc4OC)nc4ccccc34)CC2)cc1
    5.8% | 2.2% | / | -1.7% | 12.3% | 0.2% | -13.7% | -2.6% | 0.8%
- COc1ccccc1NC(=O)Cn1cnc2c(nc3n2CCCCC3)c1=O
    2.8% | 11.0% | / | -12.5% | 0.8% | -11.1% | 13.8% | -4.1% | 0.4%
- COc1ccc2nc(NC(=O)Nc3cccc4ccccc34)sc2c1
    -0.5% | 1.1% | -1.4% | 5.4% | -2.0% | -8.0% | 20.5% | 6.2% | -0.6%
- CCOc1ccc(S(=O)(=O)N2CCC(C(=O)NCc3ccncc3)CC2)cc1C
    4.4% | 8.0% | / | 1.3% | 4.2% | -6.7% | -7.4% | -4.2% | -1.4%

An excerpt from above with just Large T inhibition:
molecule	Large T inhibition
O=C(/C=C/c1ccccc1Cl)NCc1cccs1	4.4%
CC(C)CC(NC(=O)OC(C)(C)C)C(=O)O (centres undefined)	11.1%
